HUVEC tox TNFa: toxic to HUVEC cells under TNF alpha stimulation. hit rate 0.17% among 93,000. HUVEC TNFalpha-stimulated, Hoechst cell count, imaging. cell count reduction, % at 2 µM. AID 848;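 active = cell count reduction exceeding the screen mean by over 5 SD, scaled to untreated wells per plate, cut at about 78% in these data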;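 also: cells counted after 24 h of TNF alpha exposure following the 1 h pretreatment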
Pyk2 oligo antag: blocks oligomerization of human Pyk2 in cells | Q293 cells, Pyk2 FERM NanoBiT luminescence; active compounds read low | hit rate 0.83% among 99,000 | z-score (the deposit names both 25 µM and 10 µM) | Q14289;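 active = Z-score of -3 or lower, scaled per plate to the spread of control and sample wells; inactive = z-score above -3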;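 also: negative z-score means lost luminescence so less FERM oligomerization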
ERa coact inh: blocks coactivator binding to human estrogen receptor alpha | P03372 | TR-FRET ER-alpha LBD / SRC-1 peptide, estradiol-bound | inhibition, % at 25.6 µM | hit rate 1.7% among 86,000 | AID 629; in the data active = inhibition above about 50%;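 also: 0% = receptor plus peptide control and 100% = peptide only without receptor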
Target sequence (P03372 whole entry, looked up, the tested form may be a part): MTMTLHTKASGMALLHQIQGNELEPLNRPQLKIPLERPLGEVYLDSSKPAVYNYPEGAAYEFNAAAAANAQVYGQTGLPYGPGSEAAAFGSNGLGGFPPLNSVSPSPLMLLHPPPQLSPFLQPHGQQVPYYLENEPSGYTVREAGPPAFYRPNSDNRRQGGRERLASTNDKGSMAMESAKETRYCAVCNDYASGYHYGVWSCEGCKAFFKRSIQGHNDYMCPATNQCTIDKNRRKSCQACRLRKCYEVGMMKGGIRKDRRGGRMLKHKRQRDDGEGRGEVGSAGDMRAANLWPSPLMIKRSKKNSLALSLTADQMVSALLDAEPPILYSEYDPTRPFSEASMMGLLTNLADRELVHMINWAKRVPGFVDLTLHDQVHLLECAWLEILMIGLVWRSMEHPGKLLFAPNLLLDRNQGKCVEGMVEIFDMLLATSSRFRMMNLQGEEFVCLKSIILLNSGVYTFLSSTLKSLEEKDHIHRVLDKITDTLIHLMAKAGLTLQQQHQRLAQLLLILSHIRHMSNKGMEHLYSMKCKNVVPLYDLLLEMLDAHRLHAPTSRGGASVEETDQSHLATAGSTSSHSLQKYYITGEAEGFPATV
F-actin modifier: cytoskeleton assembly modification | inhibition, % at 2 µM | AID 836 | HUVEC TNFa F-actin phalloidin imaging, high content | hit rate 0.18% among 91,000;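 active = inhibition above the batch mean plus 3 SD and confirmed as a hit by visual image inspection, cut at about 30% in these data, passing the limit was not always enough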; also: strong numbers were not always called active
FAK inh: inhibitors of human focal adhesion kinase. biochemical FAK kinase activity assay. Q05397. hit rate 0.84% among 97,000. AID 727. inhibition, %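 (tested at 7 µM)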; in the data active = inhibition above about 19%;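 also: 0% = DMSO and 100% = reference compound high control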
IL1B cytotox: toxic to HUVEC cells under IL-1B stimulation; cell count reduction, % at 2 µM; hit rate 0.41% among 94,000; HUVEC cell count loss, Hoechst imaging, IL-1B stimulated; AID 845;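 active = cell count reduction more than 3 SD above the screen-wide mean, cut at about 70% in these data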;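 also: normalized per plate to untreated control cells as the no-loss baseline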
PTPN22 act: LYP (human) phosphatase activation; recombinant LYP, DiFMUP fluorescence; 0 = plate median, 100 = signal doubled; AID 697; Q9Y2R2; activation, % at 2 µM; hit rate 0.11% among 96,000;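 active = activation at 2 µM above a set limit, the mean plus 5 SD, cut at about 37% in these data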
VCAM1 TNFa inh: reduces TNF alpha induced VCAM1 expression in HUVEC; hit rate 0.48% among 95,000; AID 802; inhibition, % at 2 µM; HUVEC TNFa-induced VCAM-1 immunofluorescence, high-content imaging;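 active = inhibition above the batch mean plus 3 SD, with images confirmed as a hit by eye, cut at about 37% in these data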;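 also: 0% = TNF-stimulated DMSO wells and 100% = unstimulated control wells; not every result past the cut was called active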
LYP inh 2: blocks human PTPN22 phosphatase activity; hit rate 0.21% among 96,000; recombinant LYP catalytic domain, DiFMUP fluorescence; inhibition, % at 2 µM;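 active = inhibition at 2 µM at or above a set limit, the screen mean plus 3 SD, cut at about 24% in these data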;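 also: 0% = DMSO with enzyme and 100% = enzyme fully blocked by orthovanadate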
Starred values were filed as active, the others as inactive; . = no result given; [ ] = another dose, or the depositor's remark.

SMILES	HUVEC tox TNFa	Pyk2 oligo antag	ERa coact inh	F-actin modifier	FAK inh	IL1B cytotox	PTPN22 act	VCAM1 TNFa inh	LYP inh 2
Cc1ccc(NC2c3ncccc3C(=O)N2Cc2ccc(F)cc2)cc1 (configuration not stated)	.	-0.45	-20	.	1	.	-1	.	2
COc1ccc(-c2cc(C(F)(F)F)nc(SCc3cccc(C(=O)O)c3)n2)cc1	-2	-0.81	.	-22	5	4	-7	4	10
O=C(O)CCc1ccc(-c2cccs2)n1CCC(=O)O	-5	1.5	23	7	-3	3	0	-8	-5
COc1ccc(Cl)cc1NC(=O)Cn1cccc1	-4	-0.22	-10	-5	0	34	4	3	-5
CCSc1ncccc1-c1nc2ccccc2[nH]1	17	-0.5	-2	-19	-3	-3	11	17	-12
CC(OC(=O)c1nsc(Cl)c1Cl)C(=O)NCc1cccs1 (configuration not stated)	-35	-0.63	-5	11	-3	-45	5	-28	-6
O=C(CSc1nnc(-c2cc(-c3cccs3)nc3ccccc23)o1)NC1CCCCC1	3	-1.1	-5	-3	-3	16	-11	-8	12
O=C(NCCCCCCNC(=O)N1CCCCCC1)N1CCCCCC1	-10	1.4	0	6	1	-9	-6	-24	9
CCc1c(C(=O)NNC(=S)NCC(C)C)csc1C	-12	0.4	.	8	2	0	0	22	3
O=C(NC12CC3CC(CC(C3)C1)C2)c1ccc(COc2ccc(Cl)cc2[N+](=O)[O-])o1	-11	-0.06	.	9	5	-10	-5	10	3
COc1ccc(OC)c2[nH]c(=O)c(CCNS(=O)(=O)c3ccc(Cl)cc3)cc12	-27	-0.69	4[fluorescence artefact?]	.	1	-30	-1	-11	-2
OCCSc1nnc(Nc2ccccc2)s1	78*	-0.1	1	-35	2	12	-10	29	7
CCOc1ccc(N2CC(C(=O)N3CCc4ccccc4C3)CC2=O)cc1 (configuration not stated)	-9	0.44	-4	-2	-6	.	0	17	-2
Nc1nncn1C(=O)c1cc(Br)ccc1Cl	-8	-0.31	1	-17	0	-15	-9	10	8
Cc1cc(=O)oc2cc(OC(C)C(=O)O)c(Cl)cc12 (configuration not stated)	-22	0.22	.	-4	-1	.	5	10	-9
CS(=O)(=O)NC1CCN(Cc2ccccc2)CC1	-3	-0.46	0	-19	0	6	-4	-5	4
Cc1cc(C)c2[nH]c(=O)c(CN(CC3CCCO3)S(=O)(=O)c3ccc4c(c3)OCCO4)cc2c1 (configuration not stated)	-20	1.1	-1	15	-1	13	0	13	-2
COc1ccccc1Oc1nc2c(c(=O)n(Cc3ccccc3F)c(=O)n2C)n1C	-22	-1.6	-10	13	2	-16	-4	28	1
COc1nc(Nc2cccc(C(F)(F)F)c2)nc(OC)n1	-6	0.76	-21	-23	-4	-4	4	-16	-4
CN(C)C(=O)Cn1c(SCC(=O)Nc2ccc3c(c2)OCO3)nc2ccccc21	-20	-0.75	-13	3	-1	-24	-8	-3	7
CCc1c(C#N)c(N)nc(SCC(=O)OCc2ccccc2)c1C#N	-12	1.4	26[fluorescence artefact?]	-10	-2	8	-1	-2	-2
O=C(Nc1ccc(NC(=O)C2CC2)nc1)c1ccncc1	.	0.66	-3	2	-3	10	-6	.	5
O=C(Nc1ccccc1)c1ccc(NCc2ccco2)c(S(=O)(=O)N2CCOCC2)c1	-8	-0.67	2	3	-2	-12	0	22	-1
O=C(CCN1C(=O)C2C3C=CC(C3)C2C1=O)Nc1ccc(F)cc1 (configuration not stated)	-14	0.43	-6	0	-5	-18	17	-2	-20
Clc1ccc(-c2nnc(CSc3nnc(-c4cccs4)o3)o2)cc1	-5	1.2	-3	10	1	7	-11	18	11
CCOC(=O)C(C)Sc1snnc1C (configuration not stated)	6	1.6	.	-47	-3	-39	3	9	3
COc1ccc(C(c2nnnn2C2CCCC2)N2CCN(c3ccccc3)CC2)cc1 (configuration not stated)	-22	-2	-8	-4	-1	-31	4	-4	-4
CCOC(=O)C1=C(C)N(C)C(C)=C(C(=O)OCC)C1c1ccc(C(=O)OC)cc1	-16	-0.24	9	3	-2	14	3	7	0
c1cnc2c(OCc3cn4cccnc4n3)cccc2c1	4	-0.57	6	-12	4	-6	6	12	-5
COc1nc(NCC(C)C)nc(Oc2ccc(OCc3ccccc3)nn2)n1	3	0.01	-6	19	5	-26	14	22	-12

Filtered by structure, the entries above containing a carbonyl joined to an NH by a bond outside any ring (10)
SMILES	HUVEC tox TNFa	Pyk2 oligo antag	ERa coact inh	F-actin modifier	FAK inh	IL1B cytotox	PTPN22 act	VCAM1 TNFa inh	LYP inh 2
COc1ccc(Cl)cc1NC(=O)Cn1cccc1	-4	-0.22	-10	-5	0	34	4	3	-5
CC(OC(=O)c1nsc(Cl)c1Cl)C(=O)NCc1cccs1 (configuration not stated)	-35	-0.63	-5	11	-3	-45	5	-28	-6
O=C(CSc1nnc(-c2cc(-c3cccs3)nc3ccccc23)o1)NC1CCCCC1	3	-1.1	-5	-3	-3	16	-11	-8	12
O=C(NCCCCCCNC(=O)N1CCCCCC1)N1CCCCCC1	-10	1.4	0	6	1	-9	-6	-24	9
CCc1c(C(=O)NNC(=S)NCC(C)C)csc1C	-12	0.4	.	8	2	0	0	22	3
O=C(NC12CC3CC(CC(C3)C1)C2)c1ccc(COc2ccc(Cl)cc2[N+](=O)[O-])o1	-11	-0.06	.	9	5	-10	-5	10	3
CN(C)C(=O)Cn1c(SCC(=O)Nc2ccc3c(c2)OCO3)nc2ccccc21	-20	-0.75	-13	3	-1	-24	-8	-3	7
O=C(Nc1ccc(NC(=O)C2CC2)nc1)c1ccncc1	.	0.66	-3	2	-3	10	-6	.	5
O=C(Nc1ccccc1)c1ccc(NCc2ccco2)c(S(=O)(=O)N2CCOCC2)c1	-8	-0.67	2	3	-2	-12	0	22	-1
O=C(CCN1C(=O)C2C3C=CC(C3)C2C1=O)Nc1ccc(F)cc1 (configuration not stated)	-14	0.43	-6	0	-5	-18	17	-2	-20

Next section
SMILES	HUVEC tox TNFa	Pyk2 oligo antag	ERa coact inh	F-actin modifier	FAK inh	IL1B cytotox	PTPN22 act	VCAM1 TNFa inh	LYP inh 2
CCCC(=O)Nc1ccccc1NC(C)=O	-17	0.72	-31	5	-3	-24	-1	1	1
c1ccc(-c2nnc3sc(Cc4cccs4)nn23)cc1	-21	-0.95	64*[fluorescence artefact?]	-8	4	-33	14	14	-23
CCOC(=O)Cc1c(C)nc2c(-c3ccccc3OC)c(C)nn2c1C	-14	1.1	-6	10	2	-14	-1	5	4
O=C(CSc1nc2c(c(C(F)(F)F)n1)CCc1ccccc1-2)NCc1ccco1	-26	-0.88	20	29	-15	-45	-12	8	11
CCOc1cccc(-n2nnnc2-c2ccc(OC)cc2)c1	-18	-0.77	-15	12	0	7	2	-5	-2
COC(=O)C1=C(C)N(C2CCCC2)C(=O)C1(NC(C)=O)C(F)(F)F (configuration not stated)	-24	-0.88	-10	16	5	7	-4	-18	2
COc1cc(NC(=O)CN(C)S(=O)(=O)c2ccc(C)cc2)cc(OC)c1	-12	0.34	-8	-9	-12	-1	3	11	1
Oc1ccc(C2N=C(c3ccccc3)NC(c3ccccc3)=N2)cc1	8	-0.82	-9	-6	-1	-17	1	-8	2
CCn1c(=O)cc(SCC(=O)NCc2ccco2)c2ccccc21	-15	0.06	6	36	-9	-2	12	6	-14
Oc1ccc(N2CCN(C(=S)NCCc3ccccc3)CC2)cc1	-4	1.2	.	15	-6	-81	-8	-18	12
Cc1cc(=O)oc2c(CN3CCCCC3)c(O)c(Cl)cc12	10	0.48	-25	2	2	-5	16	24	-15
CCc1ccc(NC(=O)NCCN2CCc3ccccc3C2)cc1	-13	0.18	.	5	2	-13	13	11	-8
Cn1c(-c2ccccc2Br)n[nH]c1=S	.	-0.07	3	-11	-3	-10	-5	-19	4
COc1c(Cl)cc(Cl)cc1C(=O)Nc1ccc(NC(=O)c2cccs2)cc1	4	-2.3	.	-21	-4	-33	12	-1	-6
O=C(Cn1cc2c(n1)CCCCC2)NCc1ccccn1	-11	.	0	10	.	-5	9	4	-10
CCc1cc2c(NC(C(=O)O)C(C)C)ncnc2s1 (configuration not stated)	-9	0.1	-2	0	-2	-17	-2	4	1
Cn1c(CCNC(=O)c2ccccc2)nc2cc(NC(=O)C3CCCCC3)ccc21	-11	0.29	5	4	1	-14	-7	3	9
COc1cccc(OC)c1C(=O)n1nc(C)cc1C	1	0.77	1	0	2	-24	4	2	-4
COc1ccccc1NC(=O)c1cn(C)c(=O)c2cc(OC)c(OC)cc12	-27	0.13	-2[fluorescence artefact?]	4	0	-16	-3	18	1
CN1CCc2c(sc3c2C(=O)NC(c2cn(Cc4ccccc4)c4ccccc24)N3)C1 (configuration not stated)	-24	0.69	90*[fluorescence artefact?]	0	10	11	-10	27	10
CCn1ncc(C2=NOC(C(=O)Nc3cccc(C(C)=O)c3)C2)c1C (configuration not stated)	-14	0.28	-39	9	-1	-7	-9	-5	7
O=C(CN1CCN(c2ccccn2)CC1)NCCc1ccccc1	-19	0.12	6	-1	-4	0	6	0	-7
O=C(CC12CC3CC(CC(C3)C1)C2)N1CCCOC1	-29	0.29	-2	10	1	-52	-1	13	1
O=C(CN1C(=O)c2ccccc2S1(=O)=O)NCc1cccnc1	-6	1.3	.	-14	1	-23	6	33	-7
COC(=O)C1CCCN1C(=O)C1CCCN1C(=O)CNC(=O)OCc1ccccc1 (configuration not stated)	-33	-0.32	-28	.	0	-119	0	12	-2
CC1=C(C(=O)OC2CCCC2)C(c2ccc(C)o2)C2=C(CC(c3cccs3)CC2=O)N1 (configuration not stated)	-15	-1.5	1	10	3	28	-12	15	15
CCCSc1nc2c(=O)[nH][nH]c(=O)c2n1Cc1ccccc1	0	-0.29	-33	-5	-1	2	9	6	-10
COc1cccc(CN(Cc2ccco2)S(=O)(=O)c2ccc(S(=O)(=O)NCc3ccccc3)cc2)c1OC	16	-0.57	-16	-18	-1	0	-7	-1	7
CCn1c(SCC(=O)Nc2nccs2)nnc1-c1ccccc1	5	0.06	-3	8	0	-1	-15	5	12
Cc1cccc(C)c1-n1c(C)cc(/C=N/NC(=O)c2ccncc2)c1C	2	-0.8	.	9	-2	26	-2	-17	8
c1ccc(-c2noc(C3CCCCC3)n2)nc1	-9	-0.12	2	6	-1	-20	16	-5	-18
CCOC(=O)c1ccc(NC(=O)CSc2nnc(COc3ccccc3OC)n2C)cc1	-4	0.66	13	13	-2	-19	-2	25	5
Oc1c(C(c2ccco2)N2CCN(C(c3ccccc3)c3ccccc3)CC2)sc2ncnn12 (configuration not stated)	8	.	0[fluorescence artefact?]	1	12	4	-10	-6	9
COCCn1c(-c2ccccc2)nc2oc3ccccc3c(=O)c2c1=O	-8	1.6	28[fluorescence artefact?]	-29	3	-21	-14	2	14
